High-throughput results as filed in PubChem BioAssay.
Anthrax LF prot: anthrax lethal factor protease inhibition | P15917 | 360,000 compounds, 0.12% hits | AID 588501 | inhibition, % at 10 µM | multiplex microsphere protease cleavage assay, LF; also: plate controls were buffer without enzyme for full effect and enzyme alone for no effect
Target sequence (P15917 whole entry, looked up): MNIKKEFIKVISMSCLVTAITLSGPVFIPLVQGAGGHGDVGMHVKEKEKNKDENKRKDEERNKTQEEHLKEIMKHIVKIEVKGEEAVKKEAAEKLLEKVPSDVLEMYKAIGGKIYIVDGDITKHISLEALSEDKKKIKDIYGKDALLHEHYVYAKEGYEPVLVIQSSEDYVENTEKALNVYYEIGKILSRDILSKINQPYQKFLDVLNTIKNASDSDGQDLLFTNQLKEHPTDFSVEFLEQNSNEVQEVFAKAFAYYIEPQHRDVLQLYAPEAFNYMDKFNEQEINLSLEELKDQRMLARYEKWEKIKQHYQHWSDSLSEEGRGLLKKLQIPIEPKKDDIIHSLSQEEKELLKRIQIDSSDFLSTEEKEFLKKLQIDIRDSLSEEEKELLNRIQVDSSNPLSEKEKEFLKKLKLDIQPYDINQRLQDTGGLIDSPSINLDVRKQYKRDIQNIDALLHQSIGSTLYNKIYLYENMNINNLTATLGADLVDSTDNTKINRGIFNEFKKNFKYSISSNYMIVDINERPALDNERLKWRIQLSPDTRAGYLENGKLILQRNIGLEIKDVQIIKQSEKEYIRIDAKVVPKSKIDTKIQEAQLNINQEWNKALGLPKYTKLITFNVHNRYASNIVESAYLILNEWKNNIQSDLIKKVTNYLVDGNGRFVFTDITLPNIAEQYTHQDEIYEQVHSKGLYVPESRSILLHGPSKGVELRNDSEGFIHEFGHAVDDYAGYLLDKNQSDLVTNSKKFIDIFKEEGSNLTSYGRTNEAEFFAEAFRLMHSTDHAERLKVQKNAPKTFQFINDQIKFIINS
MazF activator: increases E. coli MazEF RNase cleavage of RNA; P0AE70; 350,000 compounds, 0.32% hits; activation, % at 20 µM; FAM/BHQ RNA-DNA oligo cleavage fluorescence, 5 h; AID 504720; in the data active = activation above about 50%
Target sequence (P0AE70 whole entry, looked up): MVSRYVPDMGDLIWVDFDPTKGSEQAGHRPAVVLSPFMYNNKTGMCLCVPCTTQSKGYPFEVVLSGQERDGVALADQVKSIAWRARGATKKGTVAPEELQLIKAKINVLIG
BoNT-A LC inh2: inhibitors of Botulinum neurotoxin A light chain protease; multiplex microsphere protease substrate cleavage, flow cytometry; inhibition, % at 10 µM; 360,000 compounds, 0.17% hits; AID 588499; also: plate controls were buffer without enzyme for full effect and enzyme alone for no effect
PriA SSB inh: K. pneumoniae PriA-SSBct interaction inhibition; AlphaScreen SSBct-PriA binding, biotinylated peptide; inhibition, % at 33 µM; 430,000 compounds, 0.6% hits; in the data active = inhibition mostly above about 37%, no sharp cut-off; inactive = mostly below about 20%;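 also: plate controls were negative control peptide for no effect and reference peptide for full effect; strong numbers were not always called active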
CCHFV vOTU inh: blocks the CCHF virus ovarian tumor domain protease; inhibition, % at 11.5 µM; 370,000 compounds, 0.55% hits; CCHFV vOTU protease, Pep-AMC fluorescence; in the data active = inhibition above about 30%; also: 0% = vehicle wells with enzyme and 100% = no enzyme wells
BoNT F protease: blocks Botulinum neurotoxin F light chain protease; Multiplex microsphere protease cleavage assay, flow cytometry; inhibition, % at 10 µM; 360,000 compounds, 0.22% hits; in the data active = inhibition above about 35%, passing the limit was not always enough; inconclusive = no clear call, values can overlap the other calls; also: plate controls were buffer without enzyme for full effect and enzyme alone for no effect
VHR inh abs: DUSP3 (human) phosphatase inhibition; P51452; recombinant VHR phosphatase, pNPP absorbance; inhibition, % at 13.3 µM; AID 1654; 290,000 compounds, 0.52% hits; in the data active = inhibition above about 50%; also: some compounds called inactive have numbers as strong as hits
Target sequence (P51452 whole entry, looked up): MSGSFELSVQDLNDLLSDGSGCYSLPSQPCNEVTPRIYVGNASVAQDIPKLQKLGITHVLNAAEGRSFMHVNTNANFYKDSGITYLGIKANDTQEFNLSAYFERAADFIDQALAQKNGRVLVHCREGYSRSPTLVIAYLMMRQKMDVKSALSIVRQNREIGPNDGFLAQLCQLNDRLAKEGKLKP
PrPC TRFRET: reduces human prion protein on the cell surface. P04156. cell surface PrPC, TR-FRET read-out. inhibition, % at 13.8 µM. 370,000 compounds, 0.43% hits; in the data active = inhibition above about 24%; also: 0% = median of the test wells and 100% = reference compound wells
3CLpro inhibitor: SARS-CoV 3CLpro protease inhibition; recombinant SARS-CoV 3CLpro, quenched FRET peptide cleavage; inhibition, % at 6 µM; 290,000 compounds, 0.14% hits; AID 1706; in the data active = inhibition above about 12%
Rv3671c protease: inhibitors of M. tuberculosis serine protease Rv3671c. P9WHR9. inhibition, % at 5.96 µM. 320,000 compounds, 0.048% hits; in the data active = inhibition above about 38%;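 also: extracellular domain of Rv3671c used as enzyme; 0% = enzyme with DMSO and 100% = no enzyme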
An asterisk follows results filed as active; i = inactive; ? = inconclusive; / = not tested or not shown; & = joins results of further samples. Rule as the data show it, unless noted: active = inhibition above about 30%; inconclusive = no clear call, values can overlap the other calls; inactive = below that. Some of the compounds tested; the hit share may differ from the screen's.

Labels used below – A = Anthrax LF prot; B = MazF activator; C = BoNT-A LC inh2; D = PriA SSB inh; E = CCHFV vOTU inh; F = BoNT F protease; G = VHR inh abs; H = PrPC TRFRET; I = 3CLpro inhibitor; J = Rv3671c protease
> CC(=O)Nc1ccc(NC(=O)c2cc(-c3ccc(C)c(C)c3O)n[nH]2)cc1
  A: 11	B: -8	C: -3.0	D: -12	E: 0	F: -30	G: -1	H: 5	I: 6	J: -59
> Cc1cc(C)nc(Nc2nc3ccccc3o2)n1
  A: 4	B: 4	C: 0.2	D: -10	E: -9	F: -2	G: 13	H: -3	I: -5	J: 5
> C(=N\N1CCN(c2ccccn2)CC1)/c1cccc2ccccc12
  A: 10	B: 1	C: -4.0	D: i	E: -7	F: ?	G: 28	H: 0	I: 5	J: -3
> CCCC1CC(C(=O)Nc2ccccc2)C(=O)O1 (centres undefined)
  A: -12	B: 12	C: -0.3	D: -14	E: 2	F: 0	G: /	H: 0	I: /	J: 4
> CS(=O)(=O)N1CCN(C(=O)CCc2ccccc2)CC1
  A: 7	B: 11	C: -2.0	D: -5	E: 2	F: -15	G: -8	H: 6	I: -3	J: 6
> O=S(=O)(c1ccc(F)c(Cl)c1)N1CCCC1
  A: -5	B: 3	C: -1.7	D: 16&-7	E: -6	F: -18	G: -8	H: 2	I: -2	J: 3
> O=C(COC(=O)c1ccccc1O)Nc1ccc(N2CCOCC2)cc1
  A: -8	B: 3	C: -0.1	D: -2	E: 6	F: 3	G: /	H: -1	I: /	J: 2
> CCC1(c2ccc(F)cc2)NC(=O)N(CC(=O)N2c3ccccc3NC(=O)CC2C)C1=O (centres undefined)
  A: -2	B: 2	C: 2.6	D: -5	E: -5	F: 0	G: /	H: 1	I: /	J: 3
> COc1ccc2nc3oc(C(=O)N4CCCCC4)cc3cc2c1
  A: 0	B: 2	C: 0.1	D: -8	E: -38	F: 1	G: -13	H: -27	I: 2	J: -2
> Cc1ncoc1C(=O)Nc1ccc(Oc2ccccc2)cc1
  A: -3	B: 4	C: 2.8	D: -15	E: 8	F: -2	G: 1	H: 11	I: -1	J: -4
> COc1cccc(/C=C2\SC(=S)N(N3CCOCC3)C2=O)c1OC
  A: 0	B: 9	C: 1.6	D: 14	E: -23	F: -3	G: -8	H: 4	I: 3	J: 0
> Cc1ccc(C(=O)NC(=S)NNC(=O)CC#N)cc1
  A: 0	B: 4	C: -1.0	D: -20	E: -14	F: 1	G: 14	H: -6	I: -1	J: -7
> CSc1nc(N)nc2c1ncn2CC(=O)NCCCN1CCCC1=O
  A: -9	B: 10	C: -0.2	D: -1	E: 1	F: -2	G: /	H: 1	I: /	J: 0
> COc1ccccc1Cc1c(-c2ccco2)nc2c3ccccc3ccn12
  A: 4	B: /	C: 0.4	D: /	E: 6	F: 1	G: /	H: 9	I: /	J: /
> COc1ccc(OC)c(CN2CCC(C(=O)N3CCOCC3)CC2)c1
  A: 1	B: -10	C: -0.8	D: -3	E: 1	F: 2	G: 36	H: 3	I: -1	J: 0
> CCC(C)c1ccc(NC(=S)NCc2cccs2)cc1 (centres undefined)
  A: -6	B: -5	C: -0.9	D: -12	E: 7	F: -14	G: 18	H: 6	I: 1	J: 2
> Cc1ccc(CC(CC(=O)O)C(=O)NC2CCCCC2)cc1 (centres undefined)
  A: -2	B: 8	C: -1.3	D: -11	E: -4	F: -3	G: 22	H: 0	I: -1	J: 3
> CCC(C)n1c(SCC(=O)NC2CC2)nc2ccccc2c1=O (centres undefined)
  A: -7	B: -14	C: -0.2	D: /	E: -4	F: -5	G: /	H: 2	I: /	J: /
> CCn1c(SCC(=O)NC2CCCC2)nnc1-c1ccncc1
  A: 6	B: 3	C: -0.3	D: 5	E: -1	F: 0	G: 43	H: 6	I: 4	J: 1
> C/C(=C\CCC1(C)C2CC3C(C2)C31C)C(=O)O (centres undefined)
  A: 6	B: -4	C: 0.1	D: -8	E: -4	F: -8	G: 6	H: -5	I: /	J: 2
> CCOC(=O)c1cc2c(nc1NC(=S)NCc1ccccc1)CCCC2
  A: 1	B: 49	C: 0.1	D: -4	E: 11	F: -8	G: 19	H: 6	I: 4	J: 3
> Cc1ccccc1NC(=O)CN1CCN(c2ccc(F)cc2)CC1
  A: 1	B: 12	C: 0.0	D: /	E: 7	F: -2	G: /	H: 5	I: /	J: /
> O=C(NCc1ccco1)C1CC(=O)N(c2ccc(F)cc2)C1 (centres undefined)
  A: -6	B: 4	C: -0.4	D: 6	E: 0	F: -1	G: -1	H: -4	I: -2	J: 7
> CCC(CC)C(=O)Nc1nnc(SCC(=O)NC2CC2)s1
  A: -2	B: 7	C: -0.4	D: -16	E: 8	F: 2	G: 14	H: -6	I: 0	J: 9
> O=C(NC1CC1)C1CCN(C2CCN(Cc3ccccc3C(F)(F)F)CC2)CC1
  A: 2	B: 4	C: 0.1	D: -10	E: 10	F: 4	G: 30	H: -2	I: -1	J: 6
> COc1ccc(CN(C)CC2CCCN(CCc3ccc(Cl)cc3)C2)cc1OC (centres undefined)
  A: -5	B: 4	C: -2.8	D: 15	E: 14	F: -2	G: 44	H: -17	I: -1	J: -2
> Cc1ccc(-c2csc(NC(CO)c3nc4ccccc4n3CCOCCO)n2)cc1 (centres undefined)
  A: -9	B: 2	C: 0.1	D: 0	E: -7	F: -2	G: /	H: -4	I: /	J: -6
> CCN1C(=O)/C(=C2/C=CC=CN2C)OC1=S
  A: 2	B: 7	C: -1.9	D: -7	E: -3	F: -9	G: 22	H: 1	I: -2	J: -7
> Cc1sc2ncn3ncnc3c2c1C
  A: -2	B: -5	C: 0.0	D: -21	E: 8	F: -2	G: 2	H: -1	I: 1	J: -15
> CC(C)C(C(=O)NC1CCCC1)N(Cc1ccco1)C(=O)CNS(=O)(=O)c1ccccc1 (centres undefined)
  A: 0	B: 6	C: -0.5	D: 0	E: -4	F: 0	G: 17	H: -3	I: 6	J: 11

Going on with the list:
mol	Anthrax LF prot	MazF activator	BoNT-A LC inh2	PriA SSB inh	CCHFV vOTU inh	BoNT F protease	VHR inh abs	PrPC TRFRET	3CLpro inhibitor	Rv3671c protease
Cc1cs/c(=N/C(=S)Nc2ccccc2)n1C	0	8	-0.8	/	7	-4	18	-3	-3	0
O=C(c1ccc(S(=O)(=O)Nc2ccc(F)cc2)cc1)N1CCN(c2ccccn2)CC1	-3	4	-1.1	-2	-6	-4	-4	13	-3	-1
Cc1ccc(S(=O)(=O)N2CCN(S(=O)(=O)N3CCOCC3)CC2)cc1	7	-5	0.5	-6&-4	-2	-4	21	8	-3	1
CN(C(=O)CN1C(=O)CCSc2ccc(S(=O)(=O)N3CCCC3)cc21)c1ccccc1	0	2	-0.2	-1	4	-4	16	1	2	2
CCOC(=O)c1cnc2ccc(C(=O)OC)cc2c1Nc1cccc(C(=O)O)c1	-2	2	0.7	2	-19	8	6	-5	0	-5
COc1ccc(CC(=O)Nc2nc(-c3ccc(F)c(F)c3)cs2)cc1OC	-13	3	-7.6	5	10	-20	29	15	-1	-17
COc1ccc(C(C)(C)C)cc1NC(=O)COc1ccc(-c2nnco2)cc1	-1	13	0.3	-13	-4	-6	/	2	/	-14
COc1ccccc1OCCCCCCN1CCOCC1	-1	-24	0.0	-8	6	2	22	4	1	6
CC(C)N(C(=O)Cn1cc(SCC(=O)NCC2CCCO2)c2ccccc21)C(C)C (centres undefined)	8	-11	-0.4	8	-13	-5	12	-3	6	-8
Cc1cccc(NC(=S)NC(=O)C(c2ccccc2)c2ccccc2)n1	-1	3	-0.8	-20	5	-24	/	4	8	-3

Part of the list above, with values under each structure:
Sequence of screens – Anthrax LF prot, MazF activator, BoNT-A LC inh2, PriA SSB inh, CCHFV vOTU inh, BoNT F protease, VHR inh abs, PrPC TRFRET, 3CLpro inhibitor, Rv3671c protease
Cc1ccc(S(=O)(=O)N2CCN(S(=O)(=O)N3CCOCC3)CC2)cc1
    7, -5, 0.5, -6&-4, -2, -4, 21, 8, -3, 1
CN(C(=O)CN1C(=O)CCSc2ccc(S(=O)(=O)N3CCCC3)cc21)c1ccccc1
    0, 2, -0.2, -1, 4, -4, 16, 1, 2, 2
CCOC(=O)c1cnc2ccc(C(=O)OC)cc2c1Nc1cccc(C(=O)O)c1
    -2, 2, 0.7, 2, -19, 8, 6, -5, 0, -5
COc1ccc(CC(=O)Nc2nc(-c3ccc(F)c(F)c3)cs2)cc1OC
    -13, 3, -7.6, 5, 10, -20, 29, 15, -1, -17
COc1ccc(C(C)(C)C)cc1NC(=O)COc1ccc(-c2nnco2)cc1
    -1, 13, 0.3, -13, -4, -6, /, 2, /, -14
COc1ccccc1OCCCCCCN1CCOCC1
    -1, -24, 0.0, -8, 6, 2, 22, 4, 1, 6
CC(C)N(C(=O)Cn1cc(SCC(=O)NCC2CCCO2)c2ccccc21)C(C)C (centres undefined)
    8, -11, -0.4, 8, -13, -5, 12, -3, 6, -8
Cc1cccc(NC(=S)NC(=O)C(c2ccccc2)c2ccccc2)n1
    -1, 3, -0.8, -20, 5, -24, /, 4, 8, -3

Other records:
mol	Anthrax LF prot	MazF activator	BoNT-A LC inh2	PriA SSB inh	CCHFV vOTU inh	BoNT F protease	VHR inh abs	PrPC TRFRET	3CLpro inhibitor	Rv3671c protease
Cc1ccc(NC(=O)[C@H](Cc2ccccc2)NC(=O)C2CCNCC2)cc1	0	11	0.0	-3	13	2	-4	5	3	-6
O=C(NCc1ccccc1)C1=C[C@H](c2ccccc2)C[C@H](OCc2ccc(CO)cc2)O1	-2	5	-0.1	2	12	-8	/	5	/	-27
Brc1ccc(-c2csc(N/N=C/c3ccc4c(c3)OCO4)n2)cc1	2	2	-0.4	/	-6	2	28	-4	2	1
O=C(O)C1CCCCC1C(=O)Nc1ccccc1F (centres undefined)	-4	7	-0.5	9	-3	-4	-1	0	-4	3
CC(=O)CSc1nnc(-c2ccncc2)n1C	1	5	0.2	-11	11	-7	-6	-1	2	17
CCN(c1ccccc1)S(=O)(=O)c1cc(C(=O)Oc2ccc3c(C)cc(=O)oc3c2)ccc1C	-4	-2	-1.4	-4	-252	-11	-7	2	1	-12
Cc1ccc(S(=O)(=O)Nc2cccc(/C=C/C(=O)O)c2)cc1	6	-99	-0.8	-5	-8	3	2	0	4	-6
CS(=O)(=O)Oc1ccc2c(c1)O/C(=C\c1cccnc1)C2=O	-10	19	-4.4	-9	6	?	4	8	-1	-6
C/C(CC(C)C)=N\Nc1ccc(S(N)(=O)=O)cc1[N+](=O)[O-]	-10	4	-2.0	/	4	-5	2	-31	1	2
COc1cccc(/C=N/NC(N)=S)c1OS(=O)(=O)c1ccccc1	2	3	-0.3	/	-1	2	9	-4	2	-10
Cc1ccnc(NC(=O)C2CCN(S(=O)(=O)c3cccc4nsnc34)CC2)c1	-2	5	0.1	-7	4	-10	-8	-33	1	7
CC(C)(C)NC(=O)CCCCCCCC(=O)NC(C)(C)C	-1	-6	-1.0	-18	2	0	16	4	-2	-7
CC(C)(C)C(=O)Nc1ccc(C(=O)N/N=C/c2ccccc2OC(=O)c2ccccc2)cc1	1	-3	0.1	/	-7	2	13	12	2	-18
CCCCCCCCOc1ccc(C2OC34CCCCC3C(C#N)(C#N)C2(C#N)C(=N)O4)cc1 (centres undefined)	1	-16	1.1	-76	/	6	3	/	3	24
CCN(CC(=O)Nc1cc(Cl)ccc1C)C(=O)CCS(=O)(=O)c1ccc(C)cc1	0	5	3.8	-14	3	8	/	7	/	1
Cc1ccc(NC(=O)CNC(=O)COc2ccccc2)nc1	0	3	2.7	-9	-5	4	/	-3	/	11
O=C(O)CCC(=O)N(Cc1ccco1)c1nc(-c2ccccc2)cs1	2	12	1.4	-1	-4	3	17	6	1	-10
O=C(NCC1CCCO1)c1ccc2c(c1)N(Cc1ccc(F)cc1Cl)C(=O)CS2 (centres undefined)	-1	10	-2.5	-1	-13	-2	2	16	-1	-1
CCN(CC)S(=O)(=O)c1cc(C(=O)OCC(=O)Nc2ccc(-c3nc4ccc(C)cc4s3)cc2)ccc1F	1	-7	0.0	0	-9	-6	-3	-4	-2	-2
Cc1ccc(C(C(=O)NC2CCCCC2)N2CCCC2)cc1 (centres undefined)	-2	16	0.3	-7	6	36*	-22	1	-3	-2
